Bioassay records as filed in PubChem BioAssay.
697 NFkB inh – lowers PMA/ionomycin-induced NF-kB signal in 697 B cells | inhibition, % at 4 µM | 0.33% of 330,000 active | 697 B-cell NF-kB luciferase reporter, 16 h | AID 435022; in the data active = inhibition above about 35%
UBC13 polyUb – inhibitors of human UBC13 polyubiquitin chain formation. P61088. inhibition, % at 20 µM. 0.47% of 330,000 active. TR-FRET; in the data active = inhibition above about 45%, passing the limit was not always enough
Target sequence (P61088 whole entry, looked up): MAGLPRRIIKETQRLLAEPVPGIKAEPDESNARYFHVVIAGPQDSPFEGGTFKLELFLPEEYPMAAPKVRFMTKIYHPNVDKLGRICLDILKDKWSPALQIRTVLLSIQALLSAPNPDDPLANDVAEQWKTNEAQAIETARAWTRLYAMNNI
Gli-Sufu antag – Gli-Sufu pathway antagonism; Sufu-KO-LIGHT fibroblasts, Gli luciferase reporter luminescence; AID 588413; 0.74% of 340,000 active; inhibition, % at 5 µM;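 active = inhibition above about 55%, limit read from the data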;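 note: 0% = DMSO-treated cells and 100% = wells with medium but no cells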
Jurkat NFkB inh – inhibitors of the PMA/ionomycin-induced NF-kB reporter in Jurkat cells. 0.53% of 330,000 active. inhibition, % at 4 µM. PMA/ionomycin-induced NF-kB luciferase reporter, luminescence
CCR6 antagonist – antagonists of human CCR6 receptor | P51684 | CHO-K1 CCR6 PathHunter beta-arrestin, luminescence, CCL20-stimulated | inhibition, % at 20 µM | 0.49% of 340,000 active;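 active = compounds whose inhibition of the agonist-driven luminescence signal at 20 µM reaches about 50%, limit read from the data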;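 note: cells stimulated with CCL20 at 14 nM final; plate controls were DMSO with CCL20 for no effect and DMSO without agonist for full effect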
Apaf1 inhib – inhibitors of human Apaf-1 apoptosome; reconstituted apoptosome caspase-3 activity, DEVD-Rh110 fluorescence; inhibition, % at 20 µM; 0.71% of 330,000 active; AID 489030; active = inhibition of at least 40% at 20 µM;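 note: plate controls were DMSO wells for no effect and DEVD-CHO caspase inhibitor wells for full effect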
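Medium: Hepes buffer, pH 7.5 / System: biochemical Apaf-1 apoptosome reconstitution / Measured by: Rh110 fluorescence, excitation 480 nm, emission 540 nm / Times: compound with Apaf-1, dATP, procaspase-3 30 min, then 50 min reaction, room temperature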
SENP8 inh – inhibitors of human SENP8 protease; Q96LD8; purified SENP8, Z-RLRGG-aminoluciferin cleavage, luminescence; inhibition, % at 10 µM; 1.2% of 330,000 active; AID 2540
Target sequence (Q96LD8 whole entry, looked up): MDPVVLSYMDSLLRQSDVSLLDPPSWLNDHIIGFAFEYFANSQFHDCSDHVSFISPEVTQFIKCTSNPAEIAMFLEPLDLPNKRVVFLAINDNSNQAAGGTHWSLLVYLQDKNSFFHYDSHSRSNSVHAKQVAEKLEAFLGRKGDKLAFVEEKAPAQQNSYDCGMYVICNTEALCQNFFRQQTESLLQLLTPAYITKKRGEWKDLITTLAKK
EBI2 antag – blocks human EBI2 receptor beta-arrestin signaling; P32249; EBI2 beta-arrestin recruitment, luminescence, 7a,25-OHC stimulated; inhibition, % at 5 µM; 0.81% of 360,000 active; AID 651636; in the data active = inhibition above about 38%;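 note: enzyme fragment complementation signal reports receptor beta-arrestin coupling in cells; 0% = agonist plus DMSO wells and 100% = wells without agonist; some results beyond the cut were filed as inactive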
Target sequence (P32249 whole entry, looked up, the tested form may be a part): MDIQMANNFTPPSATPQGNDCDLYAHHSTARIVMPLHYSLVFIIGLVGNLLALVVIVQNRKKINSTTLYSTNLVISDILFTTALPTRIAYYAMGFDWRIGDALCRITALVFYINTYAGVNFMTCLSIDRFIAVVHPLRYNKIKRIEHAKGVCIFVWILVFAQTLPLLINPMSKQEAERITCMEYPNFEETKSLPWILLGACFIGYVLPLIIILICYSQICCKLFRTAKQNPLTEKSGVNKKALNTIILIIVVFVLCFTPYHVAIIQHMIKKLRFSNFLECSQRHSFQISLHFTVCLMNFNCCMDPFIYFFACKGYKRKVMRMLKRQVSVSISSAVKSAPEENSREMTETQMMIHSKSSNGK
* = called active by the depositor; · = not tested or not shown. Cut-off read from the data, not from the text of the source, unless noted: active = inhibition above about 50%; inactive = the rest. An excerpt, so the mix of outcomes need not match the whole.

The first 3 compounds, ahead of the listing:
SMILES	697 NFkB inh	UBC13 polyUb	Gli-Sufu antag	Jurkat NFkB inh	CCR6 antagonist	Apaf1 inhib	SENP8 inh	EBI2 antag
O=C(Nc1ccn(Cc2ccccc2)n1)c1cccc(Cn2cc([N+](=O)[O-])cn2)c1	-25	-9	-20	-10	-2	14	-7	-1
CCCC(=O)N1CCN(c2ccc(NC(=O)C(C)(C)C)cc2)CC1	8	1	-14	13	5	-1	-1	-10
O=C(CCl)N(CCCNC(=O)C(F)(F)F)c1ccc([N+](=O)[O-])cc1	26	2	6	18	6	2	-3	3

Results, repeating the preview:
SMILES	697 NFkB inh	UBC13 polyUb	Gli-Sufu antag	Jurkat NFkB inh	CCR6 antagonist	Apaf1 inhib	SENP8 inh	EBI2 antag
O=C(Nc1ccn(Cc2ccccc2)n1)c1cccc(Cn2cc([N+](=O)[O-])cn2)c1	-25	-9	-20	-10	-2	14	-7	-1
CCCC(=O)N1CCN(c2ccc(NC(=O)C(C)(C)C)cc2)CC1	8	1	-14	13	5	-1	-1	-10
O=C(CCl)N(CCCNC(=O)C(F)(F)F)c1ccc([N+](=O)[O-])cc1	26	2	6	18	6	2	-3	3
COc1ccc(S(=O)(=O)N2CCc3ccccc3C2)cc1	-1	3	-1	2	13	3	0	-3
O=C(Cn1cnc2c(NC(=O)OCc3ccccc3)ncnc21)NCCN1CCOCC1	4	-8	4	6	0	-8	8	-1
CCN(CC)S(=O)(=O)c1cc(NC(=O)CN2C(=O)NC3(CCCc4ccccc43)C2=O)ccc1C (stereo not drawn)	2	7	1	11	3	9	0	8
Cc1nc2ccccn2c1C(=O)CSc1cccc(Cl)c1	-14	2	4	15	18	13	-12	4
CCCc1cc2c(=O)c(-c3ccc4c(c3)OCCO4)coc2cc1OC(=O)c1ccco1	-186	1	-56	-89	18	24	8	-2
Cc1cc(OCC(=O)Nc2ccccc2F)nc(C(C)C)n1	8	2	-2	13	6	0	3	-8
Cc1ccsc1-c1nc(CN2CCN(C)C(=O)[C@@H]2C)c(C)o1	14	5	1	5	13	6	5	12
O=C(Cc1c(F)cccc1Cl)NNC(=O)c1ccccc1Cl	11	14	-9	15	0	-14	1	7
CCOC(=O)c1ccc(NC(=O)C2=C(C)Nc3nc(CCCO)nn3C2c2ccc(OC)cc2)cc1 (stereo not drawn)	13	20	0	-10	8	2	-10	-2
COC(=O)c1ccc(NC(=O)c2ccccc2-c2ccccc2C(=O)O)cc1	7	11	2	16	7	-9	0	-4
Cc1ccc(S(=O)(=O)Nc2cc(C(=O)O)ccc2N2CCCCC2)cc1	9	11	2	-3	-11	3	-3	-5
O=C(NNc1nc(N2CCOCC2)nc(N2CCOCC2)n1)Nc1ccc(Cl)cc1	-4	-1	·	2	·	-7	0	·
Cc1c(C(=O)NCCCN2CCOCC2)oc2c1C1(CCC2)SCCS1	-12	8	7	-11	4	5	4	-1
CCN(CC)S(=O)(=O)c1cccc(NC(=O)c2ccc(C#N)cc2)c1	15	12	18	6	12	5	6	1
COc1ccc(S(=O)(=O)N2CCN(C)CC2)cc1NC(=O)c1ccccc1F	-8	2	1	23	4	7	-3	3
O=C(NC(=O)c1ccc(C(F)(F)F)cc1)Nc1ccc(-c2cnco2)cc1	9	-12	1	29	9	-9	1	-11
O=C(/C=C/Nc1ccccc1)c1ccccc1	-261	-7	-105	-191	25	11	93*	-3
COc1ccccc1Cn1cccc1C=O	15	3	-6	3	9	-3	0	7
COc1ccccc1Cc1nc(-c2ccc(Br)o2)no1	-34	-4	-9	-18	9	-2	-3	9
CCCCCCN(C(=O)CCCN1C(=O)NC(c2ccc(-c3ccccc3)cc2)C(C(=O)OCc2ccccc2)=C1C)C(C)C(=O)NCCCC (stereo not drawn)	15	·	-3	·	17	31	·	33
Cn1c(SCC(=O)NC(=O)NCc2ccco2)nnc1C(F)(F)F	5	-1	-3	7	7	-13	5	-15
CCC1CCCCN1CCCNC(=O)c1ccc2c(=O)n(Cc3ccc(OC)cc3)c(=O)[nH]c2c1 (stereo not drawn)	-9	14	7	13	12	4	0	-9
CCCOc1ccc(C(CC(=O)O)NC(=O)Cc2ccccc2)cc1 (stereo not drawn)	17	3	-12	-4	-2	-6	5	-4
c1ccc(C(c2ccccc2)N2CCN(Cc3nnnn3C3CCCCC3)CC2)cc1	-7	-2	-8	-20	21	27	-13	61*
CNC(=S)N(CCO)Cc1cc2cc3c(cc2[nH]c1=O)OCCO3	-2	0	-3	-18	-2	12	0	-13
CCOC(=O)CNC(=O)c1sc(NC(=O)/C=C/c2ccccc2)nc1C	1	30	-1	11	4	-28	6	3
COc1cc(S(=O)(=O)N2CCN(c3ccccc3)CC2)ccc1F	-7	-11	5	12	3	3	-6	2

The closing two records of the section before are carried over, then new ones follow:
SMILES	697 NFkB inh	UBC13 polyUb	Gli-Sufu antag	Jurkat NFkB inh	CCR6 antagonist	Apaf1 inhib	SENP8 inh	EBI2 antag
CCOC(=O)CNC(=O)c1sc(NC(=O)/C=C/c2ccccc2)nc1C	1	30	-1	11	4	-28	6	3
COc1cc(S(=O)(=O)N2CCN(c3ccccc3)CC2)ccc1F	-7	-11	5	12	3	3	-6	2
O=C(NC(NC(=S)Nc1ccccc1O)C(Cl)(Cl)Cl)c1ccco1 (stereo not drawn)	-10	-16	-3	-7	35	20	-2	-10
C=C1C[C@H](O[C@@H]2O[C@H](CO)[C@@H](O)[C@H](O)[C@H]2O)[C@@H]2[C@H](OC(=O)[C@H]2C)[C@H]2[C@H](C)[C@@H](O)C[C@@H]12	10	2	-3	4	-1	2	4	-9
CC(C)(C)OC(=O)N1CCN(C(=O)c2ncn(Cc3ccccc3)c2C(=O)N2CCN(C(=O)OC(C)(C)C)CC2)CC1	6	2	-2	3	-3	-2	7	1
CCC(CC)N=C1NS(=O)(=O)c2cc([N+](=O)[O-])ccc21	16	-3	4	6	-8	-2	-6	-4
CCOC(=O)C1(CCOC)CCN(Cc2nc(C(C)C)cs2)CC1	-7	8	7	-2	-1	3	3	-2
COc1ccccc1/C=C(/CC(=O)NCc1ccccc1)c1nc2ccccc2s1	-7	-5	8	0	22	19	1	4
Cc1cccc(NC(=O)N2CCC(C(=O)c3ccc(F)cc3)CC2)c1	-8	0	42	-5	14	19	-2	29
CCc1ccc(Nc2nnc(SC(C)C(=O)NC3CC3)s2)cc1 (stereo not drawn)	-16	1	10	-15	-11	0	5	9
CCOC(=O)C1=C(COC(=O)/C=C/c2cccc(Br)c2)NC(=O)NC1C (stereo not drawn)	5	19	-4	12	5	11	0	1
CC(=O)c1cnc2nc(SCc3cccc(C)c3)nn2c1C	-38	-8	-3	-29	6	8	-11	-7
CN(C)CCCN1C(=O)CSC1c1ccccc1 (stereo not drawn)	8	4	7	-5	4	4	-5	0
COc1ccc(OC)c(CNC(=O)CCn2nc(C)c3c(C)n(-c4ccccc4)nc3c2=O)c1	12	1	-36	11	6	0	1	-9
O=C(COc1ccccc1Br)c1ccc(O)cc1O	12	0	-16	-4	-5	-13	-2	-6
Cc1cc(C)nc(NC(=O)Nc2ccc(F)cc2F)n1	-54	-2	5	-41	0	8	-18	-4
COc1ccc(C)cc1NC(=O)CSc1nnc(-c2ccco2)n1Cc1ccco1	16	10	2	3	-5	3	1	-12
COC(=O)c1cc(=O)n(Cc2ccc(F)cc2)c(=NCc2ccc(F)cc2)s1	7	-3	25	-10	0	0	-8	40
O=C(COc1cccc(Br)c1)N/N=C/C(=O)c1ccccc1	9	3	-3	-4	12	4	-1	0
COc1ccc(S(=O)(=O)N2CCN(c3cnccn3)CC2)cc1OC	16	6	-62	14	-3	-6	3	3
O=C(Nc1ccc(N2C(=O)C3C4C=CC(C4)C3C2=O)cc1)Nc1cccnc1 (stereo not drawn)	4	5	-15	9	-8	-3	6	0
CCN(CC)C(=O)Cn1cc(S(=O)(=O)CC(=O)Nc2cc(OC)ccc2OC)c2ccccc21	11	1	-1	10	11	8	3	-7
Cc1cccc(NC(=O)CSc2nnc(CSc3nc(C)cc(C)n3)n2Cc2ccco2)c1	-8	-6	-2	-5	11	24	-4	2
CC1Sc2ccc(S(=O)(=O)CCC(=O)N3CCN(c4ccccc4)CC3)cc2NC1=O (stereo not drawn)	-3	2	-2	8	20	8	12	3
S=C(NCCN1CCOCC1)N/N=C/c1c2ccccc2cc2ccccc12	-34	-2	12	-21	30	21	-17	-5
C=CC(C)(C)c1cc2cc3ccoc3cc2oc1=O	-11	-11	-4	1	19	9	-2	-8
COc1ccccc1C1CCN(Cc2ccc(C)cc2)CC1	12	6	-8	12	18	-2	-8	6
Cc1c(C(c2cccc(O)c2)c2c(C)n(C)n(-c3ccccc3)c2=O)c(=O)n(-c2ccccc2)n1C	-22	-1	-1	8	3	-8	0	-4
CCOC(=O)c1c(C)n(C)c2ccc(O)c(CN(C)C)c12	9	10	-26	-11	14	-6	2	-3
COc1ccc(S(=O)(=O)N2CCCOC2CNC(=O)C(=O)NCc2ccccn2)cc1 (stereo not drawn)	2	-2	-7	8	6	-1	1	-13
O=C(c1c[nH]c(=O)n(-c2ccccc2)c1=O)N1CCc2ccccc21	18	2	3	-2	-7	-19	8	3
CCCCNC(=O)CSc1nc2ccccc2n1S(=O)(=O)c1ccc(Br)cc1	19	-6	-4	-9	6	2	2	6
c1ccc(Oc2cccc(OCCn3cncn3)c2)cc1	-4	4	-3	-9	3	-4	9	0
Cc1ccc(NS(=O)(=O)c2ccc(C(=O)NCc3ccccn3)cc2)cc1	6	1	5	-5	-8	6	-5	-3
COc1cc(NC(=O)c2cccc(C)c2)c(Cl)cc1[N+](=O)[O-]	-7	5	0	2	2	7	1	-10
COc1ccccc1CNCc1cc(OC)c(OC)c(OC)c1	3	-1	16	0	0	-6	-4	3
NC(=S)Cc1nc(-c2ccc(Cl)cc2)cs1	7	2	5	1	37	0	-8	9
O=C(NCCCN1CCCCC1)c1ccc(CS(=O)c2ccc(Cl)cc2)o1 (stereo not drawn)	2	-4	·	-2	-5	3	0	7
CN(CC(=O)Nc1ccccc1C(F)(F)F)C(=O)C1CC1	7	19	-2	5	6	-12	14	-8
N/C(=N\OC(=O)CCCc1ccccc1)c1ccccc1	-15	14	-21	-6	3	7	7	3
COc1ccc(NC(=O)COC(=O)C2CC2)c(OC)c1	-5	-6	-4	-1	1	3	-2	-6
COCCCn1cnc2c(c1=O)c1nc3ccccc3nc1n2-c1ccc(C)cc1	4	-18	-7	5	-2	21	-7	-3
Cc1ccccc1OCC(=O)Nc1ccc(S(=O)(=O)Nc2ccccn2)cc1	6	1	-5	-3	3	10	-4	-10
O=C(Nc1cc2c3c(c1)CC(=O)N3CCC2)c1ccc(F)cc1	13	3	-1	-12	11	4	8	-6
COc1ccc(CN(C(=O)/C=C/c2ccccc2Cl)C2CCS(=O)(=O)C2)cc1 (stereo not drawn)	-31	6	3	-7	19	14	-4	2
CCc1ccc(NC(=O)CC2C(=O)N(c3cccc(OC)c3)C(=O)N2CCOC)cc1 (stereo not drawn)	-5	-1	0	-1	9	7	-8	11
Cc1c[nH]c2cccc(OCC(O)CNC(C)(C)C)c12 (stereo not drawn)	13	-1	-2	-7	-3	-16	2	-5

Limited to Gli-Sufu antag, for some of the entries so far:
Molecule,Gli-Sufu antag
Cc1ccc(NS(=O)(=O)c2ccc(C(=O)NCc3ccccn3)cc2)cc1,5
COc1cc(NC(=O)c2cccc(C)c2)c(Cl)cc1[N+](=O)[O-],0
COc1ccccc1CNCc1cc(OC)c(OC)c(OC)c1,16
NC(=S)Cc1nc(-c2ccc(Cl)cc2)cs1,5

The results go on.
SMILES	697 NFkB inh	UBC13 polyUb	Gli-Sufu antag	Jurkat NFkB inh	CCR6 antagonist	Apaf1 inhib	SENP8 inh	EBI2 antag
CC(C)N(C(=O)Cn1c(SCC(=O)Nc2nccs2)nc2ccccc21)C(C)C	-3	-13	3	-2	2	8	-7	23
CCn1c(SCC(=O)N(C)C)nc2cc(S(=O)(=O)N3CCOCC3)ccc21	11	2	-7	15	0	-5	8	0
CC(C)Cc1nnc(NC(=O)c2cccc(S(=O)(=O)N3CCOCC3)c2)s1	-9	0	1	-6	1	-4	8	-5
Nc1c(-c2ccccn2)cnn1-c1nc(-c2ccc(F)cc2)cs1	-14	-16	-58	-33	-12	8	-11	20
